IDE act: IDE (human) activation, cell-based | P14735 | activation, % at 5.96 µM | HEK cells, FAbeta-B cleavage, fluorescence polarization; 0% vehicle, 100% cell-free pure enzyme wells | 0.073% of 340,000 active | AID 493087;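 active means activation above the mean of all tested compounds plus 3 SD, set per screening campaign, cut at about 17% in these data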
Target sequence (P14735 whole entry, looked up): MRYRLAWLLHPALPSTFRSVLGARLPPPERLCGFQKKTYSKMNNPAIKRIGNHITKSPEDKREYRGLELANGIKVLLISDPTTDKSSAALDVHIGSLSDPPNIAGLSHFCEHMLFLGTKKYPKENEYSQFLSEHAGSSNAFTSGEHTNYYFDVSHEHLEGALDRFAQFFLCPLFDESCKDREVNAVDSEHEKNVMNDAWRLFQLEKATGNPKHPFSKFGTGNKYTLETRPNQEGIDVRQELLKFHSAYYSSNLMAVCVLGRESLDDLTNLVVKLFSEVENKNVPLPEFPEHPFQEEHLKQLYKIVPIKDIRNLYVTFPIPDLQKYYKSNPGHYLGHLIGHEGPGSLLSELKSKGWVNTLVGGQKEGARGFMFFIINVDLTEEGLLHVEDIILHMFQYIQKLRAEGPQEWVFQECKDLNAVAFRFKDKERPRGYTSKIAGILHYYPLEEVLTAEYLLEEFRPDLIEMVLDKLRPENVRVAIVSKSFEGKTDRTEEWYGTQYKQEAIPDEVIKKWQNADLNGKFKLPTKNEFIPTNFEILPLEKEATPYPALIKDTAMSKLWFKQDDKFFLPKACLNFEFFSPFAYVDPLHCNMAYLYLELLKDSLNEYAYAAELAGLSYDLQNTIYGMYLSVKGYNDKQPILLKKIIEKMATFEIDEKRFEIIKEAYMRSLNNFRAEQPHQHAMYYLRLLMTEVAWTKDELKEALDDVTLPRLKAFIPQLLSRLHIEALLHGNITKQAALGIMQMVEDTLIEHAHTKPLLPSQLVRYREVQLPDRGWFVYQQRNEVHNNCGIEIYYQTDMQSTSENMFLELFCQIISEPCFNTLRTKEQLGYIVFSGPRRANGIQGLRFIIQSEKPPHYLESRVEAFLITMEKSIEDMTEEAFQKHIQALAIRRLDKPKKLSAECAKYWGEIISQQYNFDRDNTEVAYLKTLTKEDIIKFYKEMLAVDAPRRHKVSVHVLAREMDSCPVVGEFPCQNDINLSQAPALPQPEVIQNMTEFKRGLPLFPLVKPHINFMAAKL
IDE inh: inhibits human insulin-degrading enzyme in HEK cells | inhibition, % at 5.59 µM | AID 434962 | P14735 | 0.41% of 320,000 active | FAbetaB cleavage, fluorescence polarization;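 active means percent inhibition above the average of all tested compounds plus 3 SD, set per screening campaign, cut at about 16% in these data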;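 further: IDE supplied by intact live HEK cells; FP after avidin binding of uncleaved biotin substrate so inhibition keeps polarization high; 0% = DMSO wells and 100% = 60 µM reference IDE inhibitor Ii1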
PHOSPHO1 inh: inhibitors of human PHOSPHO1 phosphatase. inhibition, % at 13.3 µM. AID 1565. 1.1% of 290,000 active. Q8TCT1. recombinant PHOSPHO1, absorbance phosphatase assay; in the data active means inhibition above about 60%
VIM-2 inhibitor: inhibitors of Pseudomonas aeruginosa VIM-2 metallo-beta-lactamase. 0.89% of 290,000 active. purified VIM-2, nitrocefin hydrolysis, epi-absorbance fluorescence. inhibition, % at 5.6 µM;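 active means inhibition above the mean of all tested compounds plus 3 SD, cutoff set per screening run, cut at about 7.5% in these data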;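 further: red hydrolysis product quenches plate fluorescence so inhibitors raise well fluorescence; 0% = enzyme with DMSO and 100% = DMSO without enzyme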
IMP-1 inh: blocks Pseudomonas aeruginosa IMP-1 metallo-beta-lactamase | purified IMP-1, nitrocefin hydrolysis, epi-absorbance fluorescence | 0.45% of 290,000 active | AID 1556 | inhibition, % at 5.6 µM;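 active means inhibition above the mean plus 3 SD of all compounds in the same screening run, cut at about 4.5% in these data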;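 further: 0% = IMP-1 with DMSO and 100% = DMSO wells lacking enzyme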
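System: Purified IMP-1 | Read-out basis: Percent enzyme inhibition | Controls: IMP-1 with DMSO as 0%, enzyme-free DMSO as 100% | Replicates: One well per compound | Doses: 5.6 µM nominal single concentration | Detection: Epi-absorbance fluorescence, 480 nm excitation, 530 nm emission | Incubation: 25 °C, 15 min preincubation, 25 min reaction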
NALP1 inh: inhibitors of NALP1 inflammasome in yeast; S. cerevisiae NALP1/ASC/caspase-1 growth, X-gal OD620, 72 h; inhibition, % at 10 µM; 0.61% of 280,000 active; AID 2071; in the data active means inhibition mostly above about 24%, no sharp cut-off; inactive means mostly below about 32%; further: some compounds called inactive have numbers as strong as hits
PfM18AAP inh: blocks P. falciparum M18 aspartyl aminopeptidase; recombinant PfM18AAP, H-Glu-NHMec fluorogenic cleavage; inhibition, % at 7.35 µM; 1.2% of 290,000 active; AID 1822;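 active means inhibition above the campaign mean inhibition over all tested compounds plus 3 SD, cut at about 28% in these data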;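 further: 0% = plate median of test compound wells and 100% = 2 mM ZnCl2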
pCIP destab: lowers stability of the mouse p/CIP coactivator protein | F442A p/CIP-EGFP cells, EGFP fluorescence, 16 h | decrease of EGFP signal, % at 10 µM | 0.01% of 290,000 active | AID 1984;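 active means EGFP signal decrease of at least 30% at 10 µM or well 3 SD below plate mean, unless failing retest; inactive means the rest, including hits failing retest or dose response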; further: some compounds called inactive have numbers as strong as hits; many of its hits are not listed in these tables
GPR7 antagonist: human neuropeptides B/W receptor 1 antagonism; GPR7-expressing cells, fluorescence antagonist assay; inhibition, % at 4.4 µM; 1.1% of 290,000 active; in the data active means inhibition above about 16%, passing the limit was not always enough;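 further: cells stimulated with the agonist NPW; 0% = agonist with vehicle and 100% = vehicle without agonist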
An asterisk follows results filed as active; . = not tested or not shown.

1. CCCCOC(=O)Nc1ccc(S(=O)(=O)Nn2cnnc2)cc1
2. CCOC(=O)C(CSCc1ccccc1)NC(=O)OC(C)(C)C (stereo unspecified)
3. Cc1ccccc1CS(=O)(=O)Cc1ccc(C(=O)NC2CCCCC2)o1
4. O=S(=O)(N1CCCCC1)n1nnc2ccccc21
5. COc1ccc(Nc2cc(Sc3ccc(OC)cc3)ncn2)cc1
6. Cn1nnnc1SCC(=O)N1CCN(S(=O)(=O)c2ccccc2)CC1
7. COc1c(OC)c(O)c2c(=O)c(O)c(-c3ccccc3)oc2c1OC
8. O=C1c2cccnc2C(=O)N1Cc1ccc(F)cc1

screen / no.	1	2	3	4	5	6	7	8
IDE act	6	-4	3	-4	0	-1	-2	-1
IDE inh	-4	-3	0	-1	-1	2	2	3
PHOSPHO1 inh	1	-4	30	4	14	17	8	30
VIM-2 inhibitor	-3.1	-0.4	0.1	-4.0	0.5	1.4	3.2	-0.5
IMP-1 inh	-1.1	-0.1	-0.2	-2.0	-2.5	1.0	1.5	-1.5
NALP1 inh	4	13	15	37	10	-1	-5	8
PfM18AAP inh	50*	-3	-2	-1	3	-14	9	-3
pCIP destab	7	-5	-6	-8	-2	1	6	4
GPR7 antagonist	4	-1	1	-5	10	0	0	1

9. CCCCc1cc(=O)oc2c(C)c(OCC(=O)N3CCC(C(=O)O)(c4ccccc4)CC3)ccc12
10. COc1cccc(C(C#N)N2N=C(C)CC2(C)C)c1O (stereo unspecified)
11. CCCN1CCC(Oc2cccc(C(=O)NCCc3ccccc3)c2)CC1
12. COc1cc(SC)ccc1C(=O)N(Cc1ccccc1)c1ccccn1
13. CCN1CC(CN(C)Cc2nc(-c3ccco3)oc2C)CC1=O (stereo unspecified)
14. CCOC(=O)N1CCc2c(sc3nc4n(c(=O)c23)N=C(c2ccc(OC)cc2)CS4)C1
15. O=C1c2ccccc2C(=O)N1CCCCON1C(=O)c2ccccc2C1=O
16. Cc1nc(NC(=S)NC(=O)c2cccs2)ccc1Br

screen / no.	9	10	11	12	13	14	15	16
IDE act	-2	8	0	.	2	5	-2	-1
IDE inh	5	1	4	-4	1	-3	-4	2
PHOSPHO1 inh	24	20	-5	-6	-132	2	-2	-15
VIM-2 inhibitor	-2.5	0.4	0.3	0.3	-7.0	-2.9	-0.8	-0.8
IMP-1 inh	-4.1	-2.9	-1.1	-1.7	-2.7	-2.8	-4.1	0.2
NALP1 inh	14	8	8	7	-2	-12	28	31
PfM18AAP inh	10	-4	-2	-5	1	3	0	2
pCIP destab	-5	-13	7	-6	-2	-14	-4	-2
GPR7 antagonist	-3	-11	-2	-6	7	-19	-1	-1

17. CCn1c(=O)n(CC(=O)Nc2ccc(F)cc2)c(=O)c2ccccc21
18. CCOC(=O)c1ccc(Oc2c(C)oc3cc(OS(C)(=O)=O)ccc3c2=O)cc1
19. COc1cc(OC)c(NC(=O)c2ccc(Br)o2)cc1Cl
20. COc1ccccc1C1=NNC(=NCc2ccccc2)SC1
21. Cc1ccc(C(=O)NNC(=O)CSc2nnc3c(n2)[nH]c2ccc(C)cc23)cc1
22. Cc1ccc(NC(=O)c2ccco2)c([N+](=O)[O-])c1
23. Cc1ccc(F)cc1NC(=S)NCCc1ccccc1
24. CCn1c(COc2ccc(=O)n(-c3ccccc3)n2)nnc1SCc1ccc(OC)cc1

screen / no.	17	18	19	20	21	22	23	24
IDE act	5	-4	0	3	-3	2	-3	3
IDE inh	0	5	2	-1	5	5	3	2
PHOSPHO1 inh	-26	-28	-19	48	49	38	-7	24
VIM-2 inhibitor	4.1	-0.5	1.2	-2.0	-0.3	-1.9	-3.3	0.6
IMP-1 inh	-2.1	0.0	-0.8	-3.9	-1.6	-1.2	-3.1	-2.0
NALP1 inh	1	14	-1	3	14	18	.	7
PfM18AAP inh	-9	-4	0	0	-9	-6	19	-7
pCIP destab	3	-25	-6	0	-2	5	-15	-1
GPR7 antagonist	-16	2	2	7	-7	-12	-1	-16

In a second layout: results already given.
nr	structure	IDE act	IDE inh	PHOSPHO1 inh	VIM-2 inhibitor	IMP-1 inh	NALP1 inh	PfM18AAP inh	pCIP destab	GPR7 antagonist
18	CCOC(=O)c1ccc(Oc2c(C)oc3cc(OS(C)(=O)=O)ccc3c2=O)cc1	-4	5	-28	-0.5	0.0	14	-4	-25	2
19	COc1cc(OC)c(NC(=O)c2ccc(Br)o2)cc1Cl	0	2	-19	1.2	-0.8	-1	0	-6	2
20	COc1ccccc1C1=NNC(=NCc2ccccc2)SC1	3	-1	48	-2.0	-3.9	3	0	0	7
21	Cc1ccc(C(=O)NNC(=O)CSc2nnc3c(n2)[nH]c2ccc(C)cc23)cc1	-3	5	49	-0.3	-1.6	14	-9	-2	-7
22	Cc1ccc(NC(=O)c2ccco2)c([N+](=O)[O-])c1	2	5	38	-1.9	-1.2	18	-6	5	-12
23	Cc1ccc(F)cc1NC(=S)NCCc1ccccc1	-3	3	-7	-3.3	-3.1	.	19	-15	-1

More compounds:
25. CN(C(=O)Cn1cc(C#N)c2ccccc21)c1ccccc1
26. Cn1ncc(Br)c1C(=O)Nc1ccc(Br)cn1
27. Nc1cc(=O)[nH]c(SCc2nnc(-c3ccccc3)o2)n1
28. CCN(CC)CCCNc1cc(C(F)(F)F)c(C#N)c2nc3ccccc3n12
29. Cc1ccc(Nc2nc(CSc3nnc(-c4cccnc4)n3-c3ccccc3C)cs2)cc1
30. COc1ccc(O)c(C2=Nc3ccccc3N=C(c3ccccc3)C2)c1
31. COc1ccc(C(=O)OCCN2CCN(C3=NS(=O)(=O)c4ccccc43)CC2)cc1OC
32. Cc1ccc(S(=O)(=O)/C(C#N)=C/c2c(N3CCN(C)CC3)nc3c(C)cccn3c2=O)cc1

screen / no.	25	26	27	28	29	30	31	32
IDE act	7	6	6	-3	-11	4	-2	0
IDE inh	13	-2	3	0	5	2	4	1
PHOSPHO1 inh	32	-21	13	.	-2	20	19	5
VIM-2 inhibitor	-4.6	-0.6	-2.0	29*	0.8	-1.4	1.0	0.8
IMP-1 inh	-3.3	-1.0	-6.2	-1.0	-1.9	-3.7	-1.8	-1.5
NALP1 inh	0	29	-9	17	11	.	17	7
PfM18AAP inh	-4	-9	-2	5	3	2	0	-2
pCIP destab	-23	-14	-9	-11	-5	-3	3	8
GPR7 antagonist	1	2	8	-8	1	-5	-1	-13

33. O=C(c1c[nH]c2ccccc12)N1CCN(Cc2ccccc2)CC1
34. CCc1ccc[n+](-c2[nH]c(=O)sc2/C=N/N=C(\[O-])CCn2c3ccccc3c3ccccc32)c1
35. N#CCNC(=O)C1CC(=O)N(CCc2ccc(F)cc2)C1 (stereo unspecified)
36. Cc1ccc(C(C(=O)NCc2ccco2)N(C(=O)Cn2nnc3ccccc32)c2ccccc2)o1 (stereo unspecified)
37. CCOC(=O)N1CCN(S(=O)(=O)c2ccc(C(=O)NNc3nc4c(C)cccc4s3)cc2)CC1
38. CCOC(=O)CSc1nc2ccsc2c(=O)n1C1CCN(C(=O)OCC)CC1
39. CC(C)(C)OC(=O)NC(Cc1ccccc1)C(=O)N1CCCC1C(=O)O (stereo unspecified)
40. Cc1nc(NC(=O)c2ccc(Cl)cc2)nc2cc3c(cc12)OCO3

screen / no.	33	34	35	36	37	38	39	40
IDE act	2	3	6	0	-1	6	-5	-1
IDE inh	1	0	2	-2	1	0	5	-1
PHOSPHO1 inh	33	16	20	7	-14	14	33	0
VIM-2 inhibitor	2.4	-3.5	-0.6	-2.0	-5.6	-2.0	1.6	0.2
IMP-1 inh	-2.5	-4.2	-1.6	-3.0	-2.6	-5.0	-0.3	0.4
NALP1 inh	3	27	10	9	30	6	17	39
PfM18AAP inh	5	-13	-2	0	38*	-1	-2	-7
pCIP destab	-1	-4	2	4	-1	-10	-9	-4
GPR7 antagonist	18*	-9	-19	-11	-11	-15	-3	-4

41. O=C(CSCc1ccc(Cl)cc1)NCc1ccccn1
42. CN(C(=O)CSc1ncc(C(F)(F)F)cc1Cl)c1c(N)n(Cc2ccccc2)c(=O)[nH]c1=O
43. CN(Cc1cccc(F)c1)C(=O)c1ccc(S(=O)(=O)C(F)F)cc1
44. CN(C)CCCN(C(=O)c1ccc(C(=O)c2ccccc2)cc1)c1nc2ccc(F)cc2s1
45. CCOC(=O)Cc1csc(NC(=O)c2cc(C)on2)n1
46. COC(=O)[C@H](CC(C)C)NC(=O)NCCCc1ccccc1
47. CC(NC(=O)c1ccc(NC2=NC3CS(=O)(=O)CC3S2)cc1)c1ccccc1 (stereo unspecified)
48. COc1cc2ccccc2cc1C(=O)Nc1ccccc1N1CCN(S(C)(=O)=O)CC1

screen / no.	41	42	43	44	45	46	47	48
IDE act	1	-2	5	7	3	3	2	2
IDE inh	-6	1	-6	-4	-3	0	0	6
PHOSPHO1 inh	2	12	27	44	35	1	28	-36
VIM-2 inhibitor	-3.8	-0.9	-1.2	1.5	-0.1	1.0	-1.7	-3.9
IMP-1 inh	-3.3	-2.7	-2.5	1.2	-4.0	-1.9	-0.1	-5.3
NALP1 inh	20	-1	22	30	9	30	3	17
PfM18AAP inh	6	-1	-12	-9	-5	-11	0	-1
pCIP destab	-3	2	-13	-9	-4	-10	-1	-7
GPR7 antagonist	-8	-2	8	12	-10	-12	3	-9

49. O=c1oc(-c2ccco2)nc2sc3c(c12)CCCCC3
50. O=C(NNC(=O)C1CCCO1)c1ccc(F)cc1 (stereo unspecified)
51. COc1cc(OC)cc(C(=O)NC(=S)N2CCCCCC2)c1
52. COC(=O)c1c(-c2ccccc2)csc1N1C(=O)Nc2ccccc2N1O
53. Cc1cc(OCC(=O)NC2CCN(Cc3ccccc3)CC2)c2c(C)c(C)c(=O)oc2c1
54. COCCCn1c(=O)c2sccc2n(Cc2ccc(C)cc2)c1=O
55. CCC1CCCCN1CCCNC(=O)C1CCCN(c2ncnc3c2nc2n3CCCCC2)C1 (stereo unspecified)
56. O=C(/C=C/c1cccs1)N1CCN(c2ccccc2F)CC1

screen / no.	49	50	51	52	53	54	55	56
IDE act	6	1	3	4	5	0	0	-2
IDE inh	-2	8	-10	-2	6	-3	2	0
PHOSPHO1 inh	41	-9	54	8	32	.	55	2
VIM-2 inhibitor	0.3	-0.6	-4.3	0.6	34*	0.4	-2.8	-2.2
IMP-1 inh	-5.3	-1.4	-2.5	-1.9	-4.0	-1.0	-4.6	-1.5
NALP1 inh	-5	8	3	-2	8	-31	2	34
PfM18AAP inh	4	-9	6	-3	-1	-4	8	-2
pCIP destab	-8	-9	-11	-5	2	13	-15	-2
GPR7 antagonist	-1	-11	-14	-4	-2	10	-12	8

57. COC(=O)C1=C(C)NC(=O)/C1=C\c1cc(C)n(-c2c(C)cccc2C)c1C
58. CCCCCN(C(=O)NC(=O)Nc1ccc(C)cc1)S(=O)(=O)c1ccccc1
59. COc1cc(C=O)ccc1OCc1ccc(Cl)nc1
60. O=C(NC1CCCCCC1)C1CCC(CNS(=O)(=O)c2ccc(Br)s2)CC1 (stereo unspecified)
61. O=C(Nc1ccccc1)OCCOc1ccccc1

screen / no.	57	58	59	60	61
IDE act	1	-2	5	4	7
IDE inh	0	1	5	11	0
PHOSPHO1 inh	9	-15	14	5	-7
VIM-2 inhibitor	0.7	1.6	-1.9	-4.1	1.7
IMP-1 inh	-2.6	-1.7	-0.1	-3.0	-0.2
NALP1 inh	6	8	-10	25	-1
PfM18AAP inh	9	11	-3	2	-3
pCIP destab	-18	8	-5	0	-7
GPR7 antagonist	5	-5	-7	-11	-6
